# NPSR antag: qHTS Assay for Antagonists of the Neuropeptide S Receptor: cAMP Signal Transduction | Q6W5P4 | CHO-NPSR cells, cAMP TR-FRET, antagonist mode | Potency, µM (top dose mostly 38.3 µM), for inactives: top-dose activity change, negative = inhibition, actives largely listed as inhibitors | actives 1% (n = 220,000) | AID 1461, 2008; also: potency is read from the fitted curve at half-maximal effect; % is scaled to controls: 0 for no effect and ±100 for the full control effect; nearly all actives have a fitted effect of over 50% in size; many of its hits are not listed in these tables
# Target sequence (Q6W5P4 whole entry, looked up): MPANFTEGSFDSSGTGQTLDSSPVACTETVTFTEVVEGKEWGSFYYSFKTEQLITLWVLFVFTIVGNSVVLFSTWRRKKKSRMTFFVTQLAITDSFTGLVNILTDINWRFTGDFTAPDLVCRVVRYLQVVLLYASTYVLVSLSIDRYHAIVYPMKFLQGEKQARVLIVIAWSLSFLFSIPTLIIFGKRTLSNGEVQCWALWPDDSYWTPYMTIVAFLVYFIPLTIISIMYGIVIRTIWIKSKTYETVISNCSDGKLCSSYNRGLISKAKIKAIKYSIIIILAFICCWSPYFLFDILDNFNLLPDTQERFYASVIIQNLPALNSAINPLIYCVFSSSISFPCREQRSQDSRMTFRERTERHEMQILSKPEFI
# Tau fibril FP: qHTS for Inhibitors of Tau Fibril Formation, Fluorescence Polarization. Microtubule-associated protein tau (Homo sapiens), P10636. actives 0.39% (n = 280,000). Potency, µM (top dose mostly 57.7 µM), without a hit: at the top dose activity, negative = inhibition, hits mostly inhibitors. K18 P301L tau heparin fibrillization, Alexa594 FP, 6 h. AID 1468, 2008; also: potency is read from the fitted curve at half-maximal effect; % is scaled to controls: 0 for no effect and ±100 for the full control effect; nearly all actives have a fitted effect of over 55% in size
#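 Compound effects on tau fibrillization are measured by Alexa 594 fluorescence polarization (ex 555, em 632 nm). K18 P301L tau is used at 15 uM with 0.24 uM labeled tracer, and 20 uM heparin induces aggregation over 6 hr at 37 C.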
# Tau fluor counter: Counterscreen qHTS for Inhibitors of Tau Fibril Formation, Fluorescence Polarization. tau K18 P301L (four-repeat tau fragment) Alexa594 fluorescence, heparin fibrillization. Potency, µM (doses to about 57.7 µM), for the others: top-dose activity change, negative = decrease. actives 0.93% (n = 280,000). AID 1463, 2008; also: potency is read from the fitted curve at half-maximal effect; % is scaled to controls: 0 for no effect and ±100 for the full control effect; nearly all actives have a fitted effect of over 55% in size
#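 Human K18 P301L tau (15 uM unlabeled plus 0.24 uM Alexa 594-labeled, final) in 100 mM sodium acetate pH 7 was mixed with compound and 20 uM heparin and incubated 6 hr at 37 C.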
# TexasRed fluor: Total Fluorescence Counterscreen for Inhibitors of the Interaction of Thyroid Hormone Receptor and Steroid Receptor Coregulator 2 | TRb/SRC2 Texas Red total fluorescence interference | Potency, µM (series often up to 106 µM), inactives show at the top dose fluorescence change, negative = quenching | actives 0.29% (n = 280,000); active = well fitted curve in either direction with a large enough effect; inconclusive = small, poorly fitted or top-dose-only effect; also: potency is read from the fitted curve at half-maximal effect; % is scaled to controls: 0 for no effect and ±100 for the full control effect
#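 Human TRb ligand-binding domain at 0.6 uM with 20 nM Texas Red SRC2 peptide in Tris buffer containing 1 uM T3 and 5% DMSO, incubated with compound 5 h at ambient temperature. Total fluorescence (555/632 nm) calculated as parallel + 2 × perpendicular.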
# Epigenetic reg: Quantitative High-Throughput Screen for Regulators of Epigenetic Control; murine LDR cells, GFP reporter derepression, 30 h; Potency, µM (titrated, usually from 53.9 µM), for the others: at the top dose GFP activation, actives largely listed as activators; actives 0.2% (n = 280,000); AID 1865, 2009; also: potency is read from the fitted curve at half-maximal effect; % of control where 0% means no effect; nearly all actives have a fitted effect of over 60% in size
#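 Derepression of a silenced CMV-GFP reporter in murine LDR cells is scored by enumerating GFP-positive cells with a laser-scanning microplate cytometer after 30 hours of treatment at 37 C.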
# GLA spleen mod: qHTS Assay for Inhibitors and Activators of Human alpha-Galactosidase From Spleen Homogenate; AID 2107, 2009; actives 0.008% (n = 240,000); Potency, µM (series often up to 80 µM), for the others: top-dose activity change, negative = inhibition, actives largely listed as inhibitors; human spleen homogenate, 4MU-alpha-Gal fluorescence, 40 min;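 also: potency is read from the fitted curve at half-maximal effect; 0% = enzyme with vehicle and -100% = no enzyme basal signal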
#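 Spleen homogenate 1 ug + cpd (titration) + 4-MU-alpha-D-galactopyranoside 1 mM; 37C 40 min; 50 mM citrate/phosphate pH 5.0, 0.01% Tween-20; stop pH 10; fluorescence 365/440; AC50 via Hill.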
# TRb SRC2 PPI: qHTS for Inhibitors of the Interaction of Thyroid Hormone Receptor and Steroid Receptor Coregulator 2. AID 1469, 2008. Potency, µM (series often up to 106 µM), without a hit: at the highest dose activity change, negative = inhibition, most hits filed as inhibitors. TRbeta-SRC2 peptide binding, fluorescence polarization; receptor liganded with 1 µM T3. Thyroid hormone receptor beta (Homo sapiens), P10828. actives 0.065% (n = 280,000);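 also: potency is read from the fitted curve at half-maximal effect; plate controls were bound peptide for no effect and peptide without receptor for full effect; nearly all actives have a fitted effect of over 50% in size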
#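 Human TRb LBD (0.6 uM) plus Texas Red-labeled SRC2 peptide (20 nM), 1uM T3, 5% DMSO, 5 hr at ambient temperature. Decreased polarization (555/632 nm) flags inhibition; data normalized to free and bound peptide controls.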
# CBFb RUNX1 block: qHTS Assay for Compounds Blocking the Interaction Between CBF-beta and RUNX1 for the Treatment of Acute Myeloid Leukemia. Runt-related transcription factor 1 (Homo sapiens) + Core-binding factor subunit beta …. AlphaScreen CBFb-His/RUNX1-biotin binding, biochemical. Potency, µM (highest dose often 59.8 µM), without a hit: at the top dose activity, negative = inhibition, usual class: inhibitors. 230,000 tested, under 10 active; also: % of control where 0% means no effect
# Target sequence (Q01196 whole entry, looked up): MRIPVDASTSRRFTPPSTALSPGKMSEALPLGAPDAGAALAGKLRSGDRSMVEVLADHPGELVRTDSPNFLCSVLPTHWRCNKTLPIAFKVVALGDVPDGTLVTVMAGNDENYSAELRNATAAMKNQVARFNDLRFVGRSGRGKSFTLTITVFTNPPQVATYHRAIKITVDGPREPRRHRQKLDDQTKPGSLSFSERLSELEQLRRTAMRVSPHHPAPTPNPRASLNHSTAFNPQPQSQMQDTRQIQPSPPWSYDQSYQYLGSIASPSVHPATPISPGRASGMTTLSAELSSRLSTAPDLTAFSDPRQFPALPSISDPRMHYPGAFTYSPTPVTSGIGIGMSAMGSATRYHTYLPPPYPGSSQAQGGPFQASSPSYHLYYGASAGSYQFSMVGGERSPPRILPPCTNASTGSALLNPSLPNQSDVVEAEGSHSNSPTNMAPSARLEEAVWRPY
# Target sequence (Q13951 whole entry, looked up): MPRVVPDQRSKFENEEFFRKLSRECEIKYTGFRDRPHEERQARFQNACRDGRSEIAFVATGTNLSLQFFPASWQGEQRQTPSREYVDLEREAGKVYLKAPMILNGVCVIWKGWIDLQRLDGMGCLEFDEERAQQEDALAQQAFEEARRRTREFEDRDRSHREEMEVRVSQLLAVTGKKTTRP
#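 Bead-based AlphaScreen assay; binding partners His-tagged CBF-beta and biotinylated RUNX1 at 30 nM each. Compound exposure 15 min after a 20-min protein preincubation; bead step 90 min; all steps at room temperature.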
# An asterisk follows results filed as active; ? = inconclusive; nt = not tested or not shown; & = joins results of further samples; [ ] = dose if it differs, or a comment. Unless noted, calls follow the shape of the dose curve; as a rule, active = well fitted curve in the direction sought with a large enough effect; inconclusive = small, poorly fitted or top-dose-only effect, or another doubt; inactive = no such curve, though single readings can be large; an effect the other way counts as inactive or inconclusive. These rows are one share of the data (hit frequency here may not be typical).
SMILES,NPSR antag,Tau fibril FP,Tau fluor counter,TexasRed fluor,Epigenetic reg,GLA spleen mod,TRb SRC2 PPI,CBFb RUNX1 block
CCc1nc(-c2cc(S(=O)(=O)N3CCN(c4ccccc4)CC3)ccc2OC)no1,nt,-5%,-2%,2%,-3.8%,nt,9%,nt
Cn1cnc([N+](=O)[O-])c1NCc1ccccc1,8%,1%,-7%,-1%,0.1%,8%,-5%,3%
COc1ccc(NC(=O)c2ccc(NC(=O)C(C)C)cc2)c([N+](=O)[O-])c1,15%,6%,-14%,-2%,14µM*,-4%,-3%,1%
O=c1cc(N2CCC3(CC2)OCCO3)[nH]c(=O)n1C1CCCCC1,-8%[46.1 µM],4%,-1%,-3%,1.6%,-4%,-12%,16%
Fc1ccc(Nc2c(-c3ccco3)nc3ccccn23)cc1,-15%,3%&5%,?,-1%&-1%,0.9%&-0.9%,-4%,1%&-15%,-6%
O=C(CSc1nnc(Cc2ccccc2)n1-c1ccc(F)cc1)N1CCOCC1,10%[46.1 µM],5%,4%,-1%,-1.0%,9%,7%,7%
CCOC(=O)CSc1nnc([C@H](CC(C)C)NC(=O)OC(C)(C)C)o1,-15%[46.1 µM],-7%,-3%,2%,-1.0%,5%,1%,-4%
CC(/C=C1\SC(=S)N(CCCC(=O)Nc2ccc(C(=O)O)cc2)C1=O)=C\c1ccccc1,-58%,-12%,-14%,1%,-1.6%,-4%,-1%,-8%
CC(=O)N1CCN(C(=O)c2cc(C)nc3ccccc23)CC1,11%,-4%,7%,-2%,1.1%,4%,2%,5%
CCOc1ccc(CNC(=O)CCCc2cn(C)c3ccccc23)cc1OC,-8%,10%&5%,-8%&-18%,-4%&0%,-2.5%&2.3%,8%,-6%&-2%,-2%[2.36 µM]
Cc1c(C#N)c2ccccc2n1CC(=O)O,8%[46.1 µM],-9%,-6%,1%,-2.4%,-4%,-1%,-2%
COc1cc(/C=C(/C#N)c2ccc(F)cc2)ccc1Oc1ccc([N+](=O)[O-])cn1,-5%,9%,?,-1%,0.0%,10%,-1%,1%
COc1cc2nc(NCc3ccccc3Cl)n3nc(-c4cccnc4)nc3c2cc1OC,nt,5%,-15%,-16%,1.1%,nt,-2%,nt
Cc1ccnc(N/N=C/c2ccco2)n1,-8%[46.1 µM],1%,-10%,1%,-0.5%,-3%,-1%,-13%
CCCn1c(=S)[nH]c2cc(C(=O)N3CCCC(C(=O)OCC)C3)ccc2c1=O (stereo not given),-18%[46.1 µM],1%,0%,-5%,-0.8%,2%,0%,1%
O=C(O)c1ccc(NC(=O)c2cn(-c3ccccc3)nc2-c2ccc(F)cc2)cc1,-34%,-10%,-15%,4%,-1.3%,-4%,-3%,4%
COC(=O)c1cn(C(=O)c2ccccc2F)nc1N,-1%[46.1 µM],-2%,-4%,-4%,0.0%,0%,2%,5%
CC1=CCC2C(=O)N(c3ccc(C)c(Br)c3)C(=O)C2C1 (stereo not given),15%[46.1 µM],-1%,4%,0%,-0.8%,-7%,-23%,1%
CCOC(=O)c1c(-c2ccc(C)cc2)csc1NC(=O)c1cc(-c2ccc(OC)cc2)on1,nt,-6%,-6%,?,0.0%,nt,-2%,nt
C/C(=N/Nc1ccc(C(=O)O)cc1)c1ccc(O)c(O)c1O,19%,?,-22%,-10%,-0.9%,-12%,-3%,1%
CS(=O)(=O)N(CC(=O)Nc1ccc2c(c1)OCO2)Cc1ccccc1,3%[46.1 µM],7%,-20%,4%,0.6%,5%,-3%,5%
CCc1nnc(NC(=O)CSc2nnc(Cc3cc(=O)[nH]c(=O)[nH]3)n2-c2ccc(OC)cc2)s1,20%,-1%,2%,-2%,1.3%,2%,-5%,8%
Cc1ccc(O)c(-c2cc(C(=O)Nc3ccc(S(=O)(=O)Nc4nc(C)cc(C)n4)cc3)[nH]n2)c1,-25%,-4%,?,-5%,1.0%,1%,4%,3%
C/C(=C\c1ccccc1)CN1CCN(c2ccccc2F)CC1,-13%[46.1 µM],0%,-10%,0%,-0.7%,10%,4%,12%

# Gathered by group, the entries above containing a furan ring, fused or not.
SMILES,NPSR antag,Tau fibril FP,Tau fluor counter,TexasRed fluor,Epigenetic reg,GLA spleen mod,TRb SRC2 PPI,CBFb RUNX1 block
Fc1ccc(Nc2c(-c3ccco3)nc3ccccn23)cc1,-15%,3%&5%,?,-1%&-1%,0.9%&-0.9%,-4%,1%&-15%,-6%
Cc1ccnc(N/N=C/c2ccco2)n1,-8%[46.1 µM],1%,-10%,1%,-0.5%,-3%,-1%,-13%

# (listing goes on)
SMILES,NPSR antag,Tau fibril FP,Tau fluor counter,TexasRed fluor,Epigenetic reg,GLA spleen mod,TRb SRC2 PPI,CBFb RUNX1 block
CCNC(=O)c1ccccc1NC(=O)c1cccc(S(=O)(=O)N2CCOCC2)c1,-3%,-6%,-11%,-4%,0.1%,-3%,-4%,-5%
CC1CCN(S(=O)(=O)c2cccc(C(=O)NCc3cccs3)c2)CC1,-28%[46.1 µM],-6%,-15%,-1%,0.0%,-6%,-2%,11%
Cc1ccc(NC(=O)CS(=O)CC(=O)N(CC(=O)NC2CCCC2)c2cc(C)ccc2C)cc1 (stereo not given),-13%[46.1 µM],4%,1%,0%,-9.8%,18%,-12%,-6%
COc1cccc(CNC(=O)C2CCCN(c3nnc(-n4c(C)ccc4C)s3)C2)c1 (stereo not given),nt,-5%,-9%,-1%,-3.7%,nt,-2%,nt
COc1ccc(OC)c(NC(=O)CN2C(=O)c3ccccc3S2(=O)=O)c1,-11%[46.1 µM],-1%,1%,0%,-1.7%,-7%,-9%,-2%
Cc1ccc(S(=O)(=O)NC(=O)Nc2ccc(Cl)cn2)cc1,-23%[46.1 µM],1%,-9%,-1%,-1.1%,2%,-3%,2%
CN(C)/C=C/C(=O)/C=C/c1ccc(Cl)cc1,-1%,-2%,-13%,-2%,-1.3%,8%,-2%,0%
CCOc1cccc(C(=O)NC(=S)Nc2ccc(N3CCCC3)cc2)c1,-9%[46.1 µM],11%,?,2%,0.0%,4%,8%,?
COC(=O)C(C)Sc1nc(N)c(NC(=O)c2ccco2)c(=O)[nH]1 (stereo not given),-24%,-2%,5%,1%,-1.2%,3%,3%,1%
CONC(=O)Nc1ccccc1[N+](=O)[O-],-5%[46.1 µM],3%,-10%,-4%,-0.9%,3%,-1%,-3%
CC(C)(C)c1cc(NC(=O)c2cccnc2)no1,1%[46.1 µM],2%,4%,-7%,-0.7%,-24%,0%,-2%
CCN(CC)CCNC(=O)c1cn(CC)c2ccc(S(=O)(=O)N3CCc4ccccc4C3)cc2c1=O,nt,-4%,-11%,-1%,1.4%,nt,-10%,nt

# Filtered by structure: those above containing a COOH group.
SMILES,NPSR antag,Tau fibril FP,Tau fluor counter,TexasRed fluor,Epigenetic reg,GLA spleen mod,TRb SRC2 PPI,CBFb RUNX1 block
CC(/C=C1\SC(=S)N(CCCC(=O)Nc2ccc(C(=O)O)cc2)C1=O)=C\c1ccccc1,-58%,-12%,-14%,1%,-1.6%,-4%,-1%,-8%
Cc1c(C#N)c2ccccc2n1CC(=O)O,8%[46.1 µM],-9%,-6%,1%,-2.4%,-4%,-1%,-2%
O=C(O)c1ccc(NC(=O)c2cn(-c3ccccc3)nc2-c2ccc(F)cc2)cc1,-34%,-10%,-15%,4%,-1.3%,-4%,-3%,4%
C/C(=N/Nc1ccc(C(=O)O)cc1)c1ccc(O)c(O)c1O,19%,?,-22%,-10%,-0.9%,-12%,-3%,1%

# (list continues)
SMILES,NPSR antag,Tau fibril FP,Tau fluor counter,TexasRed fluor,Epigenetic reg,GLA spleen mod,TRb SRC2 PPI,CBFb RUNX1 block
COc1cc2cc(C(c3nnnn3C3CCCCC3)N(C)C3CCCCC3)c(=O)[nH]c2cc1OC (stereo not given),?,-3%,-25%,2%,1.0%,13%,-13%,2%
Fc1ccc(CNCc2ccc(Br)cc2)cc1,11%,12%,-1%,-3%,0.9%,2%,-1%,1%
CCOc1ccc2nc(NC(=O)C(CCSC)NS(=O)(=O)c3cccs3)sc2c1 (stereo not given),-25%[46.1 µM],-13%,-29%,1%,0.7%,5%,8%,-2%
COc1ccc(NC(=O)c2ccccc2N(Cc2ccccc2)S(C)(=O)=O)cc1,27%,-11%,-9%,1%,0.9%,-3%,0%,3%
Cc1cc(C)nc(NC(=O)/C=C/c2ccc(Cl)cc2Cl)c1,?,-17%,-26%,1%,1.8%,1%,6%,1%
O=C(OC1CSc2nc3ccccc3n2C1)c1ccco1 (stereo not given),-18%[46.1 µM],6%,3%,-3%,-0.9%,10%,4%,0%
O=C(NCc1cccs1)c1ccc(S(=O)(=O)N2CCCCC2)cc1,-6%,0%,-7%,0%,-2.5%,-6%,-12%,8%
Cc1ccc(NC(=O)CN2CCSc3ccc(S(=O)(=O)N4CCCC4)cc32)cc1,nt,13%,?,-5%,8.5%,nt,0%,nt
Cc1ccc(S(=O)(=O)N2CCOC2CNC(=O)C(=O)NCc2ccco2)cc1 (stereo not given),15%,4%,-6%,2%,-6.2%,-5%,3%,-4%[2.36 µM]
Cc1nn(CC(=O)NCc2ccco2)c(=O)c2cc3ccccc3n12,nt,6%,8%,0%,-4.5%,nt,-1%,nt
O=S(=O)(c1ccc(-c2cnc(C3CC3)o2)cc1)N1CCN(c2ccccc2F)CC1,nt,-7%,4%,-3%,2.5%,nt,-4%,nt

# Source: PubChem BioAssay (National Center for Advancing Translational Sciences (NCATS))
